High-throughput results deposited in PubChem BioAssay by several laboratories.
LYP inhibition: PTPN22 lymphoid phosphatase activity blockers – biochemical, fluorescence intensity, uHTS (AID 1779); inhibition, % at 11.5 µM; hits with a dose series show IC50 in µM; hit rate 0.054% among 290,000; recombinant LYP phosphatase, fluorescence intensity; higher % means a stronger effect; in the data active = inhibition above about 50%;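 also: plate controls were vehicle with enzyme for no effect and no enzyme for full effect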
Myeloid diff MLP: promotes myeloid progenitor differentiation; ER-HoxA9 myeloid progenitors, lysozyme-GFP differentiation, flow cytometry; calls only at 10 µM; hit rate 1% among 360,000; AID 624256;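 active = normalized GFP-positive differentiation at or above the plate's own cutoff, the solvent-only control mean plus 3 SD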;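 also: cells exposed to compound for four days before flow analysis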
HIV fusion peptide: inhibitors of HIV fusion peptide binding, primary screen, biochemical, uHTS, fluorescence dequenching (AID 1986); cell-free peptide binding, fluorescence dequenching, 30 min; higher % means a stronger effect; inhibition, % at 20 µM; hits with a dose series show IC50 in µM; hit rate 0.3% among 290,000; in the data active = inhibition mostly above about 52%, no sharp cut-off; inactive = mostly below about 76%; also: some results filed as inactive read as strong as hits
GPR55 antagonists: inhibition of LPI-stimulated GPR55 beta-arrestin translocation – imaging, U2OS, beta-arrestin-GFP, LPI agonist, primary screen (AID 2013). one-dose inhibition, % at 10 µM; IC50 in µM for titrated hits. U2OS GPR55 beta-arrestin-GFP translocation imaging, LPI antagonism; higher % means a stronger effect. hit rate 0.13% among 290,000;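 active = spots per cell inhibited over 60%, with over 100 cells counted and total cytoplasm intensity under 500,000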;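 also: U2OS cells stably carrying GPR55 and arrestin-GFP stimulated by 5 µM LPI near EC80; imaged beta-arrestin-GFP aggregate spots per cell after agonist stimulation; plate controls were LPI-stimulated DMSO wells for no effect and DMSO wells without LPI for full effect; some results filed as inactive read as strong as hits; confirmed hits need IC50 under 10 µM and bright autofluorescent wells are also inconclusive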
GPR35 antagonists: inhibition of zaprinast-stimulated GPR35 beta-arrestin translocation – imaging, U2OS, beta-arrestin-GFP, zaprinast agonist, primary screen (AID 2058). U2OS GPR35 beta-arrestin-GFP translocation imaging, zaprinast antagonism; higher % means a stronger effect. one-dose inhibition, % at 10 µM; IC50 in µM for titrated hits. hit rate 0.052% among 290,000;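 active = inhibition of at least 50% with at least 30 cells and total cytoplasm GFP at most 10,000,000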
NTR1 ag: agonists of NTR1, primary screen, imaging, U2OS cells, beta-arrestin-GFP, high content (AID 493036); P30989; NTR1-U2OS beta-arrestin-GFP spot imaging, agonist mode; activation, % at 20 µM; hit rate 0.17% among 330,000;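 active = activation at or above 40% of the spot to cytoplasm intensity ratio, with at least 20 cells analyzed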;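 also: 0% = DMSO without peptide and 100% = 100 nM NTR1 peptide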
Target sequence (P30989 whole entry, looked up): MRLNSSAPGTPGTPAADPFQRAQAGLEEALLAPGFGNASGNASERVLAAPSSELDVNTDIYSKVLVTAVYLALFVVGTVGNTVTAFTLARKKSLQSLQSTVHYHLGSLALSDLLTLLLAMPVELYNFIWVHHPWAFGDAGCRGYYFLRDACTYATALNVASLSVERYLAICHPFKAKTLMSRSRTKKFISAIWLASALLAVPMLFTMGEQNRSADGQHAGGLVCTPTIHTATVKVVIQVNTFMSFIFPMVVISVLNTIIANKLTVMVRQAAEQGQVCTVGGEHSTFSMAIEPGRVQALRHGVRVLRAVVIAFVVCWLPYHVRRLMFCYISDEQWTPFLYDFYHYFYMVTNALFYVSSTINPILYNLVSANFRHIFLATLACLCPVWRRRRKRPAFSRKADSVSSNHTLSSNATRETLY
SIAH1 antagonists: blockers of Siah-1 interaction with plectin peptide – biochemical, fluorescence polarization, rhodamine-plectin, uHTS, primary screen (AID 1817). Siah-1 / rhodamine-plectin peptide fluorescence polarization; higher % means a stronger effect. one-dose displacement, % at 20 µM; IC50 in µM for titrated hits. hit rate 0.02% among 290,000;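 active = displacement of at least 50% at 20 µM, with a fluorescence ratio check between 0.3 and a set limit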;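 also: plate controls were Siah plus tracer with DMSO for no effect and tracer alone without Siah for full effect; strong numbers were not always called active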
Rac1 GTP hydrolysis: MgcRacGAP GTPase-activating activity inhibitors, confirmation, biochemical, ADP Hunter fluorescence; MgcRacGAP-stimulated Rac1 GTP hydrolysis, ADP Hunter fluorescence; higher % means a stronger effect; GST-tagged Rac1 F28L mutant substrate; inhibition, % at 30 µM, or IC50 in µM where a hit was titrated; hit rate 0.6% among 340,000; AID 624330;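 active = first-screen hits whose inhibition reached a set limit at any dose in the follow-up dose series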;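 also: fluorescence reports GDP produced by GAP-driven GTP hydrolysis; strong numbers were not always called active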
Salmonella PhoP GFP: PhoP-dependent GFP reporter repression – Salmonella Typhimurium, primary screen (AID 1863) | hit rate 0.16% among 300,000 | inhibition, % at 50 µM, or IC50 in µM where a hit was titrated | S. Typhimurium PhoP-regulated promoter GFP reporter, 4 h; higher % means a stronger effect;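 active = inhibition over 29.93%, a cutoff 3 SD above the screen mean, later confirmed by dose response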;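 also: 0% = low Mg2+ inducing control and 100% = high Mg2+ repressing control; strong numbers were not always called active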
NTR1 ag cell count 20 µM: second read-out of NTR1 ag, no call of its own (marks repeat the call); cell count; measured here: cell count, cytotoxicity flag
Myeloid diff MLP GFP+ MAC1+ %: further read-out of Myeloid diff MLP, marked with its call; GFP+ MAC1+ double positive, %; measured here: differentiation confirmed by MAC1 staining
Numbers without * were called inactive; i = inactive; . = no result given.

SMILES	LYP inhibition	Myeloid diff MLP	Myeloid diff MLP GFP+ MAC1+ %	HIV fusion peptide	GPR55 antagonists	GPR35 antagonists	NTR1 ag	NTR1 ag cell count 20 µM	SIAH1 antagonists	Rac1 GTP hydrolysis	Salmonella PhoP GFP
CC(=O)C(C(C)=O)C(NC(=O)c1cccnc1)(C(F)(F)F)C(F)(F)F	-5%	i	2.9	-1.5%	9%	-6%	1.3	59	-6%	1%	7%
O=C(CSc1ncn[nH]1)N/N=C/c1ccc(C(F)(F)F)cc1	-3%	.	.	0.9%	16%	4%	0.0	58	8%	8%	-4%
CC(=O)NC(CC(=O)NNC(=O)c1cccs1)c1ccccc1 (configuration not stated)	.	i	0.9	.	.	.	0.7	75	.	2%	-1%
Cc1ccnc(N2C(=O)c3ccccc3C2Nc2cccc(C)c2C)c1 (configuration not stated)	3%	i	1.7	-2.8%	7%	-2%	-0.4	89	6%	-2%	-1%
CCOC(=O)/C(=C\C=C\N1CCOCC1)C(C)=O	-10%	i	0.5	-1.8%	8%	10%	1.1	68	1%	6%	8%
O=C(CN1CCN(CC(=O)Nc2ccccc2Cl)CC1)Nc1ccc(F)c(F)c1	-7%	i	0.6	-1.3%	-9%	-10%	0.1	84	-9%	7%	-2%
Cc1cc(C)nc(SCc2nnc(SCC(N)=O)n2Cc2ccco2)n1	2%	i	0.8	1.3%	23%	7%	2.3	87	2%	3%	-5%
CCN(CC(=O)NCc1ccccn1)S(=O)(=O)c1ccc(Cl)cc1	-5%	i	0.5	0.1%	13%	0%	-1.6	51	1%	10%	2%
O=C(CSc1nnc(CNC(=O)c2ccccc2)o1)c1ccc(Cl)cc1	-8%	i	0.6	-0.6%	0%	-8%	0.2	69	8%	7%	-4%
Cc1ccccc1OCC(=O)Nc1nnc(-c2ccco2)s1	-4%	i	0.7	2.1%	-9%	-8%	2.5	51	7%	13%	2%
Cc1ccc(C(C)C)c(OCCNC(=O)c2ccccc2O)c1	-6%	.	.	0.0%	6%	5%	2.5	71	11%	-4%	5%
CCC1=C(OC(=O)N(CC)CC)N2C(=O)OC(=NCC(=O)OC)[C@]2(Cc2ccccc2)[C@H]2C1=CC[C@H]1C(=O)N(C)C(=O)[C@H]12	-6%	i	1.6	-0.4%	-2%	2%	1.8	45	-2%	1%	-7%
CC(=O)c1cccc(OCCCOc2cccc3cccnc23)c1	-5%	i	0.6	-1.3%	3%	-14%	2.1	53	4%	6%	-2%
O=[n+]1c2c(n([O-])c3cc(Br)ccc31)CCC2	-9%	i	1.2	-2.1%	-4%	-10%	0.7	47	-5%	14%	5%
Cc1ccc(NC(=S)NNC(=O)c2nnn(-c3ccccc3)c2C)cc1	-2%	i	1.1	1.6%	13%	-2%	2.1	64	-2%	8%	7%
Cc1ccsc1/C=N/NC(=O)C(O)c1ccccc1 (configuration not stated)	3%	i	0.8	1.6%	6%	-3%	-0.7	48	2%	9%	-4%
COc1ccc(/C=C/C(=O)Nc2ccncc2)cc1OC	-3%	i	0.4	0.2%	-3%	7%	2.6	32	-4%	6%	0%
O=C(NCCC1=CCCCC1)c1cc(S(=O)(=O)N2CCOCC2)ccc1Cl	.	i	0.6	.	.	.	-0.9	47	.	1%	-3%
COC(=O)C(Cc1ccc(O)cc1)NC(=O)CCc1ccco1 (configuration not stated)	-7%	i	0.2	-1.6%	1%	7%	-0.3	48	0%	4%	-1%
CCOC(=O)C1=C(C)NC2=C(C(=O)CC(C)(C)C2)C1c1ccc(N(C)C)cc1 (configuration not stated)	4%	i	0.8	-1.1%	0%	5%	0.6	79	3%	9%	-4%
O=C(CS(=O)(=O)c1ccc(C(F)(F)F)cn1)NNC(=O)c1ccccc1	-8%	i	0.7	-1.1%	-6%	-16%	-1.0	55	-2%	6%	-3%
CCNC(=O)C(=O)c1c(-c2ccccc2)[nH]c2ccccc12	-5%	i	0.6	-0.6%	1%	2%	-0.7	42	-8%	7%	5%
CC(=O)[C@@H]1[C@@H]2C(=O)N(Cc3ccccc3)C(=O)[C@@H]2C2c3ccccc3C=CN21 (some centres not stated)	-4%	i	3.1	49%	1%	6%	2.4	55	2%	4%	4%
CCN(CC(=O)Nc1ccccc1C(F)(F)F)C(=O)c1cc(-c2cccs2)nn1-c1ccccc1	1%	i	3.0	1.7%	11%	-4%	10	49	-1%	1%	-3%
COc1cccc(CNC(=O)C2CCN(c3nn4c(=O)cc(C)nc4s3)CC2)c1	-12%	i	4.7	-2.4%	1%	11%	-2.1	55	-4%	13%	6%
Continued:
SMILES	LYP inhibition	Myeloid diff MLP	Myeloid diff MLP GFP+ MAC1+ %	HIV fusion peptide	GPR55 antagonists	GPR35 antagonists	NTR1 ag	NTR1 ag cell count 20 µM	SIAH1 antagonists	Rac1 GTP hydrolysis	Salmonella PhoP GFP
O=C(Nc1ccc2c(c1)OCO2)C1CCCCN1S(=O)(=O)c1ccccc1 (configuration not stated)	-6%	i	0.5	-4.7%	12%	26%	0.0	63	0%	6%	17%
COc1cc(/C=C/C(=O)N2CCN(Cc3ccccc3)CC2)cc(OC)c1OC	-4%	i	1.0	-1.8%	-4%	6%	-0.7	101	-4%	-5%	10%
NC(=O)c1cnn2c(C(F)(F)F)cc(-c3ccc(F)cc3)nc12	-7%	i	0.5	-0.1%	0%	0%	-1.0	83	-4%	6%	-3%
CC(C)(C)C(=O)OCc1cn(-c2ccccc2)nn1	-7%	i	1.5	-1.9%	16%	14%	-1.9	72	1%	0%	-5%
O=C1COc2ccc(C(=O)COC(=O)c3cnc(Cl)c(Cl)c3)cc2N1	3%	i	0.4	4.7%	-2%	-5%	12	34	0%	4%	-5%
O=C(O)CNC(=O)C(Cc1ccccc1)NC(=O)OCc1ccccc1 (configuration not stated)	-6%	i	0.8	0.0%	-4%	-2%	2.1	53	6%	-1%	1%
O=C1c2ccccc2C(=O)N1Cc1nc2ccccc2o1	-17%	i	0.9	0.2%	2%	-19%	-0.8	36	-5%	6%	-12%
Cn1c(-c2ccccc2)cc2ccccc21	-3%	i	0.4	-0.6%	0%	-1%	-0.3	95	4%	.	7%
COC(=O)CNC(c1ccccc1)c1cc(Br)ccc1NC(=O)OCc1ccccc1 (configuration not stated)	3%	i	0.3	-4.0%	-14%	-8%	0.3	62	-3%	9%	7%
CCOC(=O)N1CCN(S(=O)(=O)c2ccc(C(=O)N(CCCN(C)C)c3nc4ccc(CC)cc4s3)cc2)CC1	-4%	i	1.6	-3.5%	-1%	-4%	3.2	45	0%	9%	2%
CCCCC(O)(CCCC)C(=O)NN(C(=O)OCC)c1ccccc1	-2%	i	0.4	2.6%	4%	6%	1.7	52	4%	1%	4%
CCCCN(C)CCNC(=O)c1ccc(Cn2c(=S)[nH]c3ccc(Br)cc3c2=O)cc1	-6%	i	1.7	-3.1%	-3%	5%	7.7	64	-8%	-7%	-1%
O=C(COC(=O)c1ccccc1SCC(=O)NC1CCS(=O)(=O)C1)NC1CCS(=O)(=O)C1 (configuration not stated)	-6%	i	0.3	-1.8%	-4%	18%	-0.8	65	-1%	12%	-1%
CCOC(=O)C(=CNCC(=O)O)C(=O)OCC	-5%	i	0.7	1.2%	14%	4%	-0.4	42	2%	5%	-9%
C[C@]12CCC[C@H](O1)c1c(cc3c(c1O)C(=O)c1c(O)cc(O)cc1C3=O)O2	.	i	2.5	.	.	.	-5.0	97	.	3%	0%
Cc1cc(C)c2nc(C(F)(F)F)c(C#N)c(N)c2c1	-8%	i	0.3	-2.1%	-8%	-3%	4.5	51	8%	-1%	3%
O=C(Cc1c(F)cccc1Cl)Nc1ccon1	-8%	i	5.1	1.4%	13%	-2%	2.7	89	4%	10%	2%
CCc1nnc(NC(=O)CN2CCN(C(=O)c3ccccc3)CC2)s1	-6%	i	0.8	0.0%	-8%	4%	0.7	86	4%	13%	-1%
CCc1ccccc1NC(=O)[C@@H]1CCC(=O)N1C1OC(=O)c2c1ccc(OC)c2OC (some centres not stated)	-7%	i	2.2	-0.7%	9%	-9%	-1.4	92	-2%	6%	1%
Oc1ccc(C[C@@H]2CNC(=S)N2CCCCC2CCCCC2)cc1	1%	i	1.4	0.6%	6%	-20%	44*	51*	3%	5%	-2%
O=C(CNS(=O)(=O)c1cccs1)N1CCN(c2ccccc2F)CC1	-13%	i	0.7	-0.2%	-11%	-7%	-0.2	53	-2%	-5%	9%
Cc1cccc(/C=N\NC(=O)c2ccc(Cl)cc2)c1O	-4%	.	.	-2.5%	3%	11%	2.8	64	-2%	3%	7%
COc1ccc(C(=O)CSc2nc3ncccc3[nH]2)cc1OC	-4%	i	1.3	-0.4%	-5%	4%	-0.7	59	-4%	.	3%
COc1cc(S(=O)(=O)N2CCOCC2)ccc1NC(=O)COC(=O)c1ccccn1	-6%	i	0.8	0.0%	1%	-1%	-0.7	26	1%	8%	-3%
Cc1ccc(N2CC(C(=O)NC(C)CCc3ccccc3)CC2=O)cc1 (configuration not stated)	-11%	i	3.0	2.6%	2%	-4%	-1.2	64	4%	1%	0%

Next section; the last two above are carried over.
SMILES	LYP inhibition	Myeloid diff MLP	Myeloid diff MLP GFP+ MAC1+ %	HIV fusion peptide	GPR55 antagonists	GPR35 antagonists	NTR1 ag	NTR1 ag cell count 20 µM	SIAH1 antagonists	Rac1 GTP hydrolysis	Salmonella PhoP GFP
COc1cc(S(=O)(=O)N2CCOCC2)ccc1NC(=O)COC(=O)c1ccccn1	-6%	i	0.8	0.0%	1%	-1%	-0.7	26	1%	8%	-3%
Cc1ccc(N2CC(C(=O)NC(C)CCc3ccccc3)CC2=O)cc1 (configuration not stated)	-11%	i	3.0	2.6%	2%	-4%	-1.2	64	4%	1%	0%
CCCOc1ccc2ccccc2c1/C=C1\SC(=O)NC1=O	2%	i	0.3	16%	2%	-8%	0.8	63	2%	17%	4%
Cc1cccc(C)c1NC(=O)CNC(=O)Cc1c[nH]c2ccccc12	.	i	0.8	.	.	.	0.0	67	.	4%	0%
O=C(Cc1ccc(F)cc1)Nc1cccc(-c2cn3c(n2)SCC3)c1	-3%	i	0.7	0.9%	6%	7%	-0.8	57	-4%	8%	-1%
OCC[C@H]1C[C@H](O)[C@@H](O)[C@@]2(CCCCO2)O1	-5%	i	1.4	-0.3%	4%	-15%	2.7	88	5%	11%	6%
COc1ccc2oc(C(=O)N(Cc3ccco3)Cc3cccs3)c(C)c2c1	.	i	1.2	.	.	.	4.0	50	.	7%	4%
CCCCc1nnc(NC(=O)CN(C)S(=O)(=O)c2ccc(C)cc2)s1	-4%	i	0.8	-2.0%	9%	10%	1.1	61	3%	9%	-7%
